Screening results: PubChem, National Center for Advancing Translational Sciences (NCATS)
Gal4-VP16 FLuc: VP16 counterscreen qHTS for inhibitors of ROR gamma transcriptional activity. Drosophila S2 Gal4-VP16 UAS-luciferase, luminescence, 20 h. AID 2546, 2010. 310,000 tested, 3.5% active. Potency, µM (series often up to 53.6 µM), inactives show at the highest dose activity, negative = inhibition, usual class: inhibitors;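 note: Gal4-VP16 expression switched on by copper sulfate through the metallothionein promoter; % is set by controls: 0 for no effect and ±100 for the full control effect; nearly all actives have a fitted effect of over 50% in size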
MLL CXXC-DNA inh: qHTS Fluorescence Polarization Assay for Inhibitors of MLL CXXC domain - DNA interaction | MLL-CXXC / FITC-HOXA9 DNA fluorescence polarization | Potency, µM (doses to about 115 µM), for inactives: at the top dose activity change, negative = inhibition, usual class: inhibitors | 290,000 tested, 0.037% active | AID 2662, 2010; active = well fitted inhibition curve with a large enough effect in the polarisation, with a control signal flat, not every such curve was filed as active; inconclusive = small, poorly fitted or top-dose-only effect, or effect the other way, or a change in a side signal; inactive = no such curve, though single readings can be large or run the other way; the % refers to the polarisation
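Purified MLL-CXXC (added from a 7 uM solution) was preincubated 5 min at ambient with pinned compounds in 50 mM Tris-HCl pH 7.5, 50 mM NaCl, 1 mM DTT, 0.05% BSA. Fluorescein-labeled HOX-A9 DNA (50 nM solution) followed, 30 min, then polarization read.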
uPA generation: qHTS for Inhibitors of Cell Surface uPA Generation; Potency, µM (titrated, usually from 38.3 µM), without a hit: at the top dose activity change, negative = inhibition, actives largely listed as inhibitors; 330,000 tested, 0.31% active; cell surface uPA generation assay, qHTS; active = well fitted inhibition curve with a large enough effect; inconclusive = small, poorly fitted or top-dose-only effect; inactive = no such curve, though single readings can be large or run the other way; tested in mouse RAW 264.7 cells; note: % is set by controls: 0 for no effect and ±100 for the full control effect; nearly all actives have a fitted effect of over 55% in size
Rab9 promoter act: qHTS Assay for Rab9 Promoter Activators. 320,000 tested, 2.8% active. Huh7 Rab9 promoter-luciferase reporter, luminescence, 24 h. AID 485297, 2010. Potency, µM (highest dose often 9.22 µM), for inactives: at the highest dose activation, negative = inhibition, actives largely listed as activators; note: % of control where 0% means no effect; nearly all actives have a fitted effect of over 60% in size
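Huh7 reporter line, Rab9 promoter upstream of luciferase. Compound exposure 24 h at 37 °C in reduced-serum medium with 10% FBS. Read-out: luminescence.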
FLuc modulator: qHTS profiling assay for firefly luciferase inhibitor/activator using purifed enzyme and Km concentrations of substrates (counterscreen for miR-21 project); Luciferin 4-monooxygenase (Photinus pyralis), P08659; purified FLuc, Km substrates, luminescence inhibition; Potency, µM (series often up to 57.5 µM), without a hit: at the highest dose activity change, negative = inhibition, hits mostly inhibitors; 360,000 tested, 6.9% active;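 note: plate controls were vehicle for no effect and reference inhibitor for full effect; nearly all actives have a fitted effect of over 55% in size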
Target sequence (P08659 whole entry, looked up): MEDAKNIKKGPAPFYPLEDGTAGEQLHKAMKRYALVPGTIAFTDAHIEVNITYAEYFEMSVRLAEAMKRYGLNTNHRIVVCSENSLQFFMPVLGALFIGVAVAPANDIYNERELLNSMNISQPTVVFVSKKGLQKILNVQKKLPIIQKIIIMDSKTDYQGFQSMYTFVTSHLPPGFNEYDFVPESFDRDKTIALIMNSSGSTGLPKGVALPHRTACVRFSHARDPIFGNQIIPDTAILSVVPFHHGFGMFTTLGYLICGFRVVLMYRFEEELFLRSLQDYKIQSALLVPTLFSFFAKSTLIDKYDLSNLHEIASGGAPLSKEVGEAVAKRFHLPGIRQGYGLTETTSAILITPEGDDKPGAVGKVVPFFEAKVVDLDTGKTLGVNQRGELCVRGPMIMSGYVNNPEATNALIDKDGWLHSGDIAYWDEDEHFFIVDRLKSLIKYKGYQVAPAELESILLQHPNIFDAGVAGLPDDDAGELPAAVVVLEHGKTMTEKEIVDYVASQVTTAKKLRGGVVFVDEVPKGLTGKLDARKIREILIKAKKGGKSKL
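Purified P. pyralis luciferase, 10 nM final, with Km-level 10 uM D-luciferin and 10 uM ATP in 50 mM Tris acetate pH 7.5, 10 mM Mg acetate, 0.01% Tween-20, 0.05% BSA; 6-point qHTS titration about 60 µM downward; luminescence read.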
ELG1 genotoxic: qHTS screen for small molecules that induce genotoxicity in human embryonic kidney (HEK293T) cells expressing luciferase-tagged ELG1. Potency, µM (top dose mostly 46 µM), without a hit: top-dose activity change, positive = activation, most hits filed as activators. HEK293T ELG1-luciferase reporter, luminescence, 16 h. 330,000 tested, 1.3% active; note: % of control where 0% means no effect; nearly all actives have a fitted effect of over 60% in size
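Luminescence read-out: rising ELG1-luciferase signal, reflecting elevated ELG1 protein under genetic stress, flags genotoxic compounds. Cells were treated for 16 hr at 37 °C before ONE-Glo detection.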
RORgamma inh: qHTS for inhibitors of ROR gamma transcriptional activity. Nuclear receptor ROR-gamma (Mus musculus), P51450. Drosophila S2 Gal4-RORgamma UAS-luciferase reporter, 20 h. Potency, µM (doses to about 53.6 µM), for the others: at the top dose activity change, negative = inhibition, most hits filed as inhibitors. 310,000 tested, 5.4% active. AID 2551, 2010; note: % is set by controls: 0 for no effect and ±100 for the full control effect; nearly all actives have a fitted effect of over 60% in size
Target sequence (P51450 whole entry, looked up, the tested form may be a part): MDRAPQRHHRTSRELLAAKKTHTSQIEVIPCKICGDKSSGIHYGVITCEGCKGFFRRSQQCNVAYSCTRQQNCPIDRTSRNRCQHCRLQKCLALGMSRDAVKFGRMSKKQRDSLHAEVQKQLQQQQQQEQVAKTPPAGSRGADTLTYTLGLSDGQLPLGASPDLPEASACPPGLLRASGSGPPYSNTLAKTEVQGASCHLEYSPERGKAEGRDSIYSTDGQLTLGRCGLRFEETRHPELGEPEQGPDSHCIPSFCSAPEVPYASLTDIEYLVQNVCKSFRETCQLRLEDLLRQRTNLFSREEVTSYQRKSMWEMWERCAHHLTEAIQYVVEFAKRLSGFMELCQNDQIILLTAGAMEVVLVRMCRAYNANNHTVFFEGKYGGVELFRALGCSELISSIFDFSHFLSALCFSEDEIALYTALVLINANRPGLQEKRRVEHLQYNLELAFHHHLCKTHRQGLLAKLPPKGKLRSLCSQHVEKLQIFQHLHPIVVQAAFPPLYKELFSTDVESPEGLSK
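Stably transfected Drosophila Schneider cells are the test system, with ROR gamma fused to Gal4 and luciferase under UAS control; luminescence is read after 20 hr of 700 uM copper sulfate induction at ambient temperature.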
BRCA1 expr act: qHTS Assay to Identify Small Molecule Activators of BRCA1 Expression; 380,000 tested, 1.1% active; AID 624202, 2012; Potency, µM (series often up to 46.1 µM), without a hit: at the highest dose activation, hits mostly activators; MCF7-BRCA1-FFLuc reporter, luminescence, 48 h; response scale: scaled: vehicle 0%, 10 µM genistein 100%; note: nearly all actives have a fitted effect of over 80% in size; some results filed as inactive show a strong effect at the top dose
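Compounds are tested at multiple concentrations on MCF7 BRCA1-luciferase reporter cells seeded at 2000 per well; after 48 h, a single luminescence end-point is taken and curves fitted to the normalized data.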
p53 reactivation: qHTS assay for re-activators of p53 using a Luc reporter. H1299 p53-A138V BP100-luciferase reporter, luminescence, 24 h. Potency, µM (highest dose often 92.2 µM), inactives show at the highest dose activity change, positive = activation, actives largely listed as activators. 320,000 tested, 0.063% active; note: % of control where 0% means no effect; nearly all actives have a fitted effect of over 45% in size
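H1299 (p53-null), stable ts p53-A138V + BP100-Luc; 1000 cells/well, Opti-MEM/10% FBS; cpd 4 pt, 1:5; 24 h, 37 deg C, 5% CO2; detection reagent 10 min RT; luminescence.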
MBNL1 CUG block: qHTS Assay for Inhibitors of MBNL1-poly(CUG) RNA binding; Muscleblind-like protein 1 (Homo sapiens), Q9NR56; Potency, µM (titrated, usually from 57.5 µM), inactives show at the top dose activity change, negative = inhibition, usual class: inhibitors; TR-FRET MBNL1-His/biotin-(CUG)12 binding, 665/545 ratio; 280,000 tested, 0.036% active; active = well fitted inhibition curve with a large enough effect in the signal ratio, with a control signal flat, not every such curve was filed as active; inconclusive = small, poorly fitted or top-dose-only effect, or effect the other way, or a change in a side signal; inactive = no such curve, though single readings can be large or run the other way; the % refers to the signal ratio; note: % is set by controls: 0 for no effect and ±100 for the full control effect
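TR-FRET between His-tagged MBNL1 and biotin-(CUG)12 RNA, detected with Tb anti-His antibody (0.055 ng/ul) and streptavidin-XL665 (5 nM), 60 min at room temperature. Compounds titrated 92 nM to 58 uM; 665/545 nm ratio normalized to buffer and complex controls.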
NPC1 promoter act: qHTS Assay for NPC1 Promoter Activators. Huh7 NPC1 promoter luciferase reporter, 24 h. Potency, µM (doses to about 9.22 µM), for the others: at the top dose activation, usual class: activators. 320,000 tested, 2.4% active;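 note: % of control where 0% means no effect; nearly all actives have a fitted effect of over 60% in size; reporter is driven by a mutant NPC1 promoter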
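Huh7 reporter cells (NPC1 promoter driving luciferase) are dosed with compound for 24 h at 37 °C, 5% CO2; luciferase detection reagent is then added and luminescence measured after 10 min at ambient temperature.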
Active calls of the source: *; ? = inconclusive; nt = no result given; [ ] = dose if it differs, or a comment. Unless noted, calls come from the whole dose curve; as a rule, active = well fitted curve in the direction sought with a large enough effect; inconclusive = small, poorly fitted or top-dose-only effect, or another doubt; inactive = no such curve, though single readings can be large; an effect the other way counts as inactive or inconclusive. Potency is the fitted concentration of half-maximal effect.

SMILES | Gal4-VP16 FLuc | MLL CXXC-DNA inh | uPA generation | Rab9 promoter act | FLuc modulator | ELG1 genotoxic | RORgamma inh | BRCA1 expr act | p53 reactivation | MBNL1 CUG block | NPC1 promoter act
COc1ccc(-c2nnc(NC(=O)c3ccc(S(=O)(=O)N(C)CC4CCCO4)cc3)o2)c(OC)c1 (configuration not stated) | 1µM* | 1% | -5% | -8% | -13% | -11% | 0.71µM* | -42% | -1% | 1% | -1%
CCOC(=O)C1=C(C)NC(=O)NC1c1ccc(OCC(N)=O)cc1 (configuration not stated) | -2% | 0% | 9% | 6% | 3% | 1% | -6% | -2% | -3% | -2% | -5%
O=C1CCC(=O)N1c1ccc(NCCc2ccccc2F)c([N+](=O)[O-])c1 | 24% | 4% | 0% | 4% | ? | 11% | 37% | -12% | 2% | ? | 0%
O=C(/C=C/c1ccc(Cl)cc1Cl)NC(=S)Nc1ccccn1 | 5µM* | 4% | 1% | 0.89µM* | ? | ? | 2.8µM* | ? | ? | 10% | 1.1µM*
COc1cc2c(C(=O)NCCCN3CC(C)CC(C)C3)cn(CC(C)C)c(=O)c2cc1OC (configuration not stated) | -3% | 1% | 5% | -11% | 1% | 3% | -1% | -23% | -9% | -6% | 3%
CCC1ON(C(C)C)C2c3nc4ccccc4n3CC12 (configuration not stated) | 1% | 3% | 9% | -8% | 4% | 4% | -19% | 12% | -1% | 6% | 0%
CC(C)N(C(=O)Nc1ccc2nsnc2c1)C(C)C | -20% | -14% | ? | -2% | ? | 0% | -11% | -32% | -13% | ? | 11%
Cc1cccc(C(=O)NNS(=O)(=O)c2ccc(F)cc2)c1O | -1% | -1% | 3% | 4% | 2% | 3% | -8% | -11% | -25% | -8% | -2%
COc1ccccc1-c1cn(S(=O)(=O)c2ccc(F)cc2)nc1N | ? | -1% | 0% | -1% | 1% | -1% | -23% | -46% | -3% | 12% | -4%
O=C(CSc1nnnn1-c1ccccc1)N1CCc2ccccc2C1 | 16% | 1% | nt | -1% | 0% | 0% | 43% | 9% | 2% | -1% | -1%
O=c1oc2cc(O)ccc2cc1-c1ccc(F)cc1 | -7% | 6% | 0% | ? | ? | 17% | 2% | ? | ? | ? | 30%
C=CCN1C(=O)c2ccc(C(=O)N3CCC(C(=O)OCC)CC3)cc2C1=O | nt | nt | 2% | -1% | 9% | 3% | nt | -16% | 3% | nt | -4%
Cc1noc(C)c1COC(=O)c1ccc(-c2nc3ccccc3s2)s1 | ? | 1% | 0% | 3.5µM* | 5.4µM* | 7.3µM* | ? | ? | 3% | 0% | ?
COc1ccc(C(C(=O)NC2CCCCC2)N(C(=O)Cc2c[nH]c3ccccc23)c2ccccc2C)cc1OC (configuration not stated) | -19% | -1% | -9% | -4% | 0% | -5% | -3%[10 µM] | -52% | -2% | nt | 0%
O=C(CSc1nnc(CNC(=O)c2c(F)cccc2F)o1)NCc1ccccc1Cl | 2% | ? | -22% | 3% | 0% | 1% | 19% | 15% | 0% | -12% | 0%
Cc1ccc(Nc2nc3nonc3[nH]c2=O)cc1 | 9% | 9% | -1% | ? | 15µM* | ? | 33% | 11µM* | ? | 12% | 28%
CC(C)(C)NC(=O)C(c1ccc(F)cc1)N(CCc1ccccc1)C(=O)c1ccn[nH]1 (configuration not stated) | -3% | -2% | 5% | 0% | -1% | -4% | 24% | -5% | 0% | -13% | 1%
O=S(=O)(NC1CC2CCC1C2)c1ccc(Br)s1 (configuration not stated) | -2% | 5% | 4% | -5% | -1% | -5% | 34% | -1% | 3% | -11% | 1%
COc1ccc(N2C(=O)CC(SCCc3nc4ccccc4[nH]3)C2=O)cc1 (configuration not stated) | -4% | -4% | 3% | 0% | -20% | 1% | 1% | -7% | 0% | -7% | -3%
CCOc1ccc(S(=O)(=O)Nc2cccc(C(=O)NCC3(N4CCCCC4)CCCCC3)c2)cc1 | nt | nt | -12% | -9% | -1% | -8% | nt | -45% | -4% | nt | 1%
O=C(Cc1ccccc1)NN1C(=O)/C(=C/c2ccc(C(=O)O)cc2)SC1=S | 7% | ? | 0% | 8% | ? | -8% | 12% | 28% | 2% | ? | -3%
O=C(OCC(=O)N1CCN(C(=O)c2ccco2)CC1)c1ccccc1C(=O)c1ccccc1 | -2% | -7% | -4% | -4% | 0% | -2% | -4% | -13% | 4% | 6% | -2%
CC(=O)c1ccc(N2CCc3ccccc3C2)c([N+](=O)[O-])c1 | -1% | -12% | ? | -9% | ? | ? | ? | 44% | 6% | ? | -2%
Cc1cccc(NC(=S)N2CCC(NC(=O)C3CCCCC3)CC2)c1 | -5% | 0% | -4% | 2% | 1% | -10% | -3% | -25% | -2% | -6% | 1%
CCOc1ccc(NC(=O)C2CCCN(S(=O)(=O)c3ccc4c(c3)CCCN4C(C)=O)C2)cc1 (configuration not stated) | -12% | 3% | 6% | -1% | -4% | -2%[9.26 µM] | ? | -12% | -6% | -2% | 2%
Next entries:
SMILES | Gal4-VP16 FLuc | MLL CXXC-DNA inh | uPA generation | Rab9 promoter act | FLuc modulator | ELG1 genotoxic | RORgamma inh | BRCA1 expr act | p53 reactivation | MBNL1 CUG block | NPC1 promoter act
Cc1ccc(NC(=O)c2cccc3ccccc23)cc1 | 23% | 1% | -3% | ? | 15µM* | 18% | -26% | 30% | nt | 5% | ?
CC(C(=O)NC1CCCC1)N(C(=O)Cn1nnc(-c2ccc(F)cc2)n1)c1ccccc1F (configuration not stated) | -3% | -3% | -5% | 0% | 1% | -13% | ? | -12% | -9% | -10% | -1%
CCOc1ccc(CN2CCN(CCCc3ccccc3)CC2CCO)cc1 (configuration not stated) | -3% | 1% | -7% | 0% | -2% | 1% | 2% | 0% | -6% | -4% | 2%
Cc1ccc(N2C(=O)N3[C@H](c4ccc(Cl)cc4)[C@@H]4C(=O)N(C5CCCCC5)C(=O)[C@@H]4[C@]3(Cc3ccccc3)C2=O)cc1 | 2% | 22% | -8% | -1% | 0% | -1% | 37% | 2% | nt | 0% | -3%
COc1cccc(N2CCN(c3ccc4nnc(CCC(=O)Nc5cccc(C(C)=O)c5)n4n3)CC2)c1 | 3% | -11% | 0% | 8% | 1% | 1%[9.26 µM] | -19% | 3% | -1% | 0% | 0%
Cc1csc(=O)n1CC(=O)OC(C)C(=O)Nc1cccc(Cl)c1 (configuration not stated) | nt | nt | 1% | -7% | -1% | -1% | nt | -11% | 5% | nt | 1%
C/C(=N\Nc1nc2ccccc2s1)c1cccs1 | 3.5µM* | 3% | -11% | 3.5µM* | 0.67µM* | ? | 0.71µM* | -16% | ? | -10% | ?
C=CCC(=O)N1CCCC(CCC(=O)NCc2ccccc2F)C1 (configuration not stated) | 5% | 0% | nt | -5% | 1% | 4% | 17% | 9% | 2% | 5% | 3%
Cc1ccc(Sc2ncccc2C(=O)NCc2cc([N+](=O)[O-])ccc2O)cc1C | 3% | 6% | 4% | 2% | -1% | -13% | 23% | -29% | -7% | 20% | 0%
CC1(C)CC(=O)C2=C(C1)Nc1ccccc1NC2c1ccccc1F (configuration not stated) | 1% | -3% | 0% | 2% | -1% | 0% | 4% | -13% | -3% | 0% | 2%
CC(Sc1nc(N)cc(=O)[nH]1)C(=O)Nc1cccc(Cl)c1 (configuration not stated) | -10% | 7% | 8% | -1% | -2% | 1% | ? | -26% | 6% | -4% | -3%
Cc1cc(C(=O)NN)n[nH]1 | -10% | -2% | 4% | 0% | -1% | 0% | 11% | 31% | 7% | 10% | 0%
Cc1ccc(S(=O)(=O)NN2C(=O)c3ccccc3NC2c2ccccc2O)cc1 (configuration not stated) | -13% | 0% | 2% | -1% | -19% | 11% | -18% | -3% | 4% | -2% | -1%
COc1ccccc1NC(=O)CCCN1C(=O)C(c2ccccc2)Oc2cccnc21 (configuration not stated) | 0% | 6% | -12% | -2% | -1% | 1%[9.26 µM] | 5% | -11% | -5% | 1% | -3%

Not all compounds are listed, so the mix of outcomes need not match the whole.
